# Screening data from PubChem BioAssay.
# IDE inh – inhibits human insulin-degrading enzyme in HEK cells; P14735; FAbetaB cleavage, fluorescence polarization; inhibition, % at 5.59 µM; actives 0.41% (n = 320,000);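 active = percent inhibition above the average of all tested compounds plus 3 SD, set per screening campaign, cut at about 16% in these data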;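 also: IDE supplied by intact live HEK cells; FP after avidin binding of uncleaved biotin substrate so inhibition keeps polarization high; 0% = DMSO wells and 100% = 60 µM reference IDE inhibitor Ii1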
# Target sequence (P14735 whole entry, looked up): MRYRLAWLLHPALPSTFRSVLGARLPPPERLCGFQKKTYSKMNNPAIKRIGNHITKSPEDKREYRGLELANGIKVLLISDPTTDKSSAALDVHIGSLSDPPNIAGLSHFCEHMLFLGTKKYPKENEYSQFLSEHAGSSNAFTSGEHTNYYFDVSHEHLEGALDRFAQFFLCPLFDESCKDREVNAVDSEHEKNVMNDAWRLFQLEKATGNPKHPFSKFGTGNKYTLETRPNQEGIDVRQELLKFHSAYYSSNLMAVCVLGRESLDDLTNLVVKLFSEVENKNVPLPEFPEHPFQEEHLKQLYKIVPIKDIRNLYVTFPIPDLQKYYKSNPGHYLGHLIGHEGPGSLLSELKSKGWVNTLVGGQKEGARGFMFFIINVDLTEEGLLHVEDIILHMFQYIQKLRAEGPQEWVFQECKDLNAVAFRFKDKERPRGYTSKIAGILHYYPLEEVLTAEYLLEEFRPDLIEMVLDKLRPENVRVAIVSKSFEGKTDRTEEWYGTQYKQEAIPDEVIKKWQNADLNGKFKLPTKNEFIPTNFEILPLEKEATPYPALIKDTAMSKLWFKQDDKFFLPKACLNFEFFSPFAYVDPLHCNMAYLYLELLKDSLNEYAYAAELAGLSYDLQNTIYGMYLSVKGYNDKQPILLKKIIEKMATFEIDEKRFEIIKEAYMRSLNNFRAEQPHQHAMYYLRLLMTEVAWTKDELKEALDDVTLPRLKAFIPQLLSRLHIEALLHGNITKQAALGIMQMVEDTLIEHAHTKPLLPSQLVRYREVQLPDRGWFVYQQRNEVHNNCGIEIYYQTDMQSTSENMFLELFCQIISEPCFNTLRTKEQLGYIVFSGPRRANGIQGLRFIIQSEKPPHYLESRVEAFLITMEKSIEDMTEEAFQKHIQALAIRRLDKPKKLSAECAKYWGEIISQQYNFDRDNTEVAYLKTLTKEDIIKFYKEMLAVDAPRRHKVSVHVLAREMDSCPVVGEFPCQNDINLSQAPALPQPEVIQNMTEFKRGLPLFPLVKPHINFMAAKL
# IDE cell activ – boosts human insulin-degrading enzyme activity in HEK cells; activation, % at 5.96 µM; actives 0.073% (n = 340,000); FAbeta-B cleavage, fluorescence polarization; 0% vehicle, 100% cell-free pure enzyme wells; P14735;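 active = activation above the mean of all tested compounds plus 3 SD, set per screening campaign, cut at about 17% in these data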
# The depositor's hits bear a star. Only part of the results is shown (hit frequency here may not be typical).
SMILES,IDE inh,IDE cell activ
COc1ccccc1N(Cc1ccccc1)S(=O)(=O)c1cccc(C(=O)N2CCCCC2)c1,4,0
Cc1ccc2nc(-c3ccccc3)cc(C(=O)N(C)CC(=O)Nc3ccccc3Br)c2c1,3,6
COc1ccc(S(=O)(=O)N(C)C[C@H]2Oc3ccc(NC(=O)Nc4ccc5c(c4)OCO5)cc3CC(=O)N([C@@H](C)CO)C[C@@H]2C)cc1,-3,5
CN(C)Cc1c(C(=O)Nc2ccccc2)[nH]c2ccccc12,3,3
COc1ccc(NC(=O)CSc2nnc(C3CC3)n2C)cc1S(=O)(=O)N1CCCCC1,0,2
CC1(C)CC(=O)C=C(c2cccc3c2oc2ccccc23)C1,-8,-3
CN(CC1COc2ccccc2O1)C(=O)c1ccc(Cl)c(S(=O)(=O)N2CCCCCC2)c1 (stereo unspecified),0,4
CCCCn1c(N)c(N(CCOC)C(=O)c2ccc(C)c(S(=O)(=O)N3CCCCC3)c2)c(=O)[nH]c1=O,2,-1
COc1ccc(S(=O)(=O)N2CCCC(C(=O)NCc3cccnc3)C2)cc1OC (stereo unspecified),3,8
C=C1CCN([C@@H](Cc2ccccc2)C(=O)NCCCc2ccccc2)S(=O)(=O)c2ccccc21,0,4
COc1cc2cnc(-c3ccccc3)cc2cc1OC,10,-11
C[C@H](CO)N1C[C@H](C)[C@@H](CN(C)CC2CCCCC2)Oc2c(NS(=O)(=O)c3cccs3)cccc2C1=O,-1,1
COc1cc2ccccc2cc1C(=O)N1CCOCC1,-4,1
CCCCn1c(N)c(N(CCC(C)C)C(=O)C2CCN(C(=O)c3ccccc3C)CC2)c(=O)[nH]c1=O,-2,3
Cc1cccc(NC(=O)COc2coc(CN3CCN(c4ccccc4)CC3)cc2=O)c1C,2,3
Cc1c(C(=O)OCC(=O)N2CCCC2=O)oc2ccccc12,-1,1
CC(Sc1nnc(Cc2ccccc2)n1C)C(=O)NC1CC1 (stereo unspecified),1,2
COc1ccc(-c2csc(NC(=O)C3CSC4(C)CCC(=O)N34)n2)cc1 (stereo unspecified),1,2
COc1ccc(N2CC(C(=O)Nc3ccccc3N3CCCC3)CC2=O)c(OC)c1 (stereo unspecified),-1,2
O=C(COC(=O)CNS(=O)(=O)c1ccc(Br)cc1Cl)Nc1ccc(N2CCOCC2)cc1,1,3
COc1ccc(Cc2nnc(SCC(=O)Nc3cc(Cl)ccc3C)[nH]c2=O)cc1,-5,4
O=C(Nc1cc(Cl)ccc1-n1cncn1)c1cncc(Br)c1,2,-2
OC1(c2ccc(Cl)cc2)CCN(Cc2c[nH]c3ccccc23)CC1,1,0
O=C1CCCN1C(=O)COc1ccccc1[N+](=O)[O-],2,5
Cc1csc(SCC(=O)Nc2ccc3[nH]c(=O)[nH]c3c2)n1,5,-5
CC(C)(C)OC(=O)NCCCCCNC(=O)c1nc[nH]c1C(=O)NCC(=O)OCc1ccccc1,9,6
CCOc1ccccc1NC(=O)COC(=O)c1ccc2ccccc2n1,0,0
O=C(CSc1ccc(S(=O)(=O)N2CCCCC2)cn1)Nc1ccccc1Br,3,3
COc1ccc([C@H]2CC(=O)C=C(c3c(OC)cccc3OC)C2)cc1,4,2
O=C(CCNS(=O)(=O)c1ccccc1C(F)(F)F)N1CCN(c2ccccc2O)CC1,-3,0

# 5 of the compounds above, with the structure last.
IDE inh,IDE cell activ,compound
0,0,CCOc1ccccc1NC(=O)COC(=O)c1ccc2ccccc2n1
-3,0,O=C(CCNS(=O)(=O)c1ccccc1C(F)(F)F)N1CCN(c2ccccc2O)CC1
1,0,OC1(c2ccc(Cl)cc2)CCN(Cc2c[nH]c3ccccc23)CC1
2,-2,O=C(Nc1cc(Cl)ccc1-n1cncn1)c1cncc(Br)c1
2,5,O=C1CCCN1C(=O)COc1ccccc1[N+](=O)[O-]

# The main list resumes with the 2 entries that preceded the break.
SMILES,IDE inh,IDE cell activ
COc1ccc([C@H]2CC(=O)C=C(c3c(OC)cccc3OC)C2)cc1,4,2
O=C(CCNS(=O)(=O)c1ccccc1C(F)(F)F)N1CCN(c2ccccc2O)CC1,-3,0
COc1ccc(N(CC(=O)NCCSc2ccccc2)S(=O)(=O)c2ccccc2)c(OC)c1,0,-1
O=C(Nc1ccc(Cl)c(C(F)(F)F)c1)[C@@H]1CC=C[C@@H]2CCN(C3CC3)C(=O)[C@@H]21,-2,-1
O=C(NCCC(=O)N(CCc1ccccc1)Cc1ccccc1)c1ccccc1Cl,0,3
CC1CN(S(=O)(=O)c2ccc(C(=O)NC3CCCCC3)cc2)CC(C)O1 (stereo unspecified),11,7
Nc1ncnc2c1ncn2[C@@H]1O[C@H](CN2CCCS2(=O)=O)[C@@H](O)[C@H]1O,-1,7
CCCCCc1nnc(NC(=O)c2cccc(S(=O)(=O)N3CCOCC3)c2)s1,1,6
C=CCOC(=O)c1ccccc1C(=O)OCC=C,2,5
COc1ccc(CC(=O)N(Cc2ccccc2)c2ccc(C)cc2)cc1S(=O)(=O)N1CCOCC1,3,0
CCCCCCCCCOC(=O)C1N2C(=O)[C@@H](NC(=O)COc3ccccc3)[C@H]2SC1(C)C (stereo partly specified),-3,0
O=C(CCc1nc2ccccc2c(=O)[nH]1)NNC(=O)COc1ccc(Br)cc1,1,3
COc1ccccc1NC(=O)C(=O)NCCCN1CCCC1=O,8,0
CCOC(=O)C1=C(COC(=O)[C@@H](NC(=O)c2cccc(C)c2)C(C)C)NC(=O)NC1C (stereo partly specified),4,2
O=C(CSc1nc2ccccc2c(=O)n1CCCN1CCOCC1)Nc1ccc(Br)cc1,-4,0
CC(C)NCC(O)COc1ccc(COCCOC(C)C)cc1 (stereo unspecified),7,0
COc1ccc(OC)c(CN2CCN(C(=O)CCNC(=O)c3ccc(Br)cc3)CC2)c1,-6,4
Cc1c(NC(=O)C(C)OC(=O)c2cccnc2Cl)c(=O)n(-c2ccccc2)n1C (stereo unspecified),-6,1
CCc1ccc(C(=O)COC(=O)C2CCN(c3ccc(C(F)(F)F)cn3)CC2)cc1,1,1
COc1cccc(CCC(=O)Nc2cc3c(cc2C(=O)O)OCCCO3)c1OC,1,5
Cc1ccc(C)c(OCCC(=O)NNC(=O)c2cc(C)oc2C)c1,5,0
CCCCn1c(N)c(N(CCOC)C(=O)CN(C)CC(=O)Nc2ccc(Cl)c(Cl)c2)c(=O)[nH]c1=O,1,3
O=C(COc1ccccc1)Nc1cccc(-c2ccc(N3CCOCC3)nn2)c1,-3,8
CC(OC(=O)c1ccc(NC(=O)CC#N)cc1)C(=O)NCCC1=CCCCC1 (stereo unspecified),1,3
CN(CC(=O)Nc1sccc1C(N)=O)S(=O)(=O)c1ccc(Cl)cc1,-2,4
Cc1ccc(C)c(OC(=O)C2CSC3(C)CCC(=O)N23)c1C (stereo unspecified),-4,2
Cc1ccc(C)c(Oc2ccc(S(=O)(=O)N3CCN(C)CC3)cn2)c1,-3,0
CCOc1ccc(/C=C(\C(=O)O)c2ccc(S(=O)(=O)N3CCCCC3)s2)cc1OC,3,0
O=C(CNC(=O)c1ccc2c(c1)OCO2)NCc1cccs1,8,0
CCc1ccc(/C(C)=N/NC(=O)C(O)c2ccccc2)s1 (stereo unspecified),4,7
COc1cccc(C(=O)NNC(=O)CCN2CCN(c3ccccc3)CC2)c1,3,-1
CN(C)S(=O)(=O)c1cc(NC(=O)CSc2cccc[n+]2[O-])ccc1Cl,-1,2
O=C(COC(=O)c1ccc(S(=O)(=O)N2CCOCC2)cc1)NCc1ccccc1,6,1
O=C(Nc1cc(S(=O)(=O)N2CCOCC2)ccc1N1CCOCC1)c1cccs1,6,0
COc1ccc2c(c1)OC[C@H]1[C@H]2N2C(=O)[C@H](C)NC(=O)[C@@]2(C)[C@H]1c1ccccc1,0,1
O=C(CSc1nnc(C2CC2)n1-c1ccccc1)NC1CCS(=O)(=O)C1 (stereo unspecified),-3,-1
O=C(CSc1nnc(Nc2ccccc2)s1)NCC1CCCO1 (stereo unspecified),-4,6
O=C(NNC(=O)c1cc(Br)c(Br)s1)c1csc(N2CCOCC2)n1,5,7
CN(C)c1ccc(C(CNS(=O)(=O)c2cccc([N+](=O)[O-])c2)N2CCOCC2)cc1 (stereo unspecified),2,-1
COc1ccc(C(=O)Nc2ccccc2N2CCOCC2)cc1S(=O)(=O)N1CCCC1,-5,2
COCCn1c(SC(C)C(=O)NCC2CCCO2)nc2sc3c(c2c1=O)CCC3 (stereo unspecified),0,-7
CCOC(=O)C1=C(COC(=O)CCOc2ccc(OCC)cc2)NC(=O)NC1C (stereo unspecified),-1,-4
CSCCC(NC(=O)c1ccc(Cl)c([N+](=O)[O-])c1)C(=O)N1CCN(C/C=C/c2ccccc2)CC1 (stereo unspecified),2,1
CNC(=O)c1c(NC(=O)c2ccco2)sc(C)c1C,-1,8
COc1ccc(Cl)cc1NC(=O)CN(C)C(=O)C1COc2ccccc2O1 (stereo unspecified),-1,-5
O=C(NCCCN1CCOCC1)c1cccc(NS(=O)(=O)c2ccc(Br)cc2)c1,-1,4
CC1CCCC(NC(=O)COC(=O)/C=C/c2ccc(F)cc2)C1C (stereo unspecified),1,0
CC(C)(C)C(C(=O)n1cccc1C#N)c1ccccc1 (stereo unspecified),1,3
CC(Sc1ncccn1)C(=O)Nc1ccc2c(c1)OCO2 (stereo unspecified),4,4
Cc1ccc(NC(=O)COC(=O)C2=NNC(=O)CC2)c(Br)c1,-4,4
COc1nc(NC2CCCCC2)nc(NC(C)(C)C)n1,1,-8
CC1CCCN(C(=O)COC(=O)CNS(=O)(=O)c2ccc3ccccc3c2)C1 (stereo unspecified),8,4

# Reformatted with each value named: entries from further up
CCOc1ccccc1NC(=O)COC(=O)c1ccc2ccccc2n1
- IDE inh: 0
- IDE cell activ: 0

COc1ccccc1N(Cc1ccccc1)S(=O)(=O)c1cccc(C(=O)N2CCCCC2)c1
- IDE inh: 4
- IDE cell activ: 0

# Part of the list above in a different format:
> COc1ccc(Cl)cc1NC(=O)CN(C)C(=O)C1COc2ccccc2O1 (stereo unspecified)
  IDE inh = -1; IDE cell activ = -5
> CC1CCCN(C(=O)COC(=O)CNS(=O)(=O)c2ccc3ccccc3c2)C1 (stereo unspecified)
  IDE inh = 8; IDE cell activ = 4
> CSCCC(NC(=O)c1ccc(Cl)c([N+](=O)[O-])c1)C(=O)N1CCN(C/C=C/c2ccccc2)CC1 (stereo unspecified)
  IDE inh = 2; IDE cell activ = 1
> CNC(=O)c1c(NC(=O)c2ccco2)sc(C)c1C
  IDE inh = -1; IDE cell activ = 8

# (listing goes on)
SMILES,IDE inh,IDE cell activ
O=C(Nc1ccccc1Cl)C1CC(=O)N(Cc2ccco2)C1 (stereo unspecified),-4,4
Cc1ccnc(SCC(=O)Nc2cccc(S(=O)(=O)N3CCOCC3)c2)n1,0,-5
CCCCOC(=O)c1ccc(NC(=O)COC(=O)c2ccc3ncsc3c2)cc1,1,0
CCC1Nc2ncnc(N3CCCCC3)c2N(Cc2ccc(C)cc2)C1=O (stereo unspecified),1,9
Cc1ccccc1C(=O)N1CCC(C(=O)NN2C(=O)NC3(CCCCC3)C2=O)CC1,1,5
C=CCOC(=O)C1=C[C@@H](c2coc3ccccc3c2=O)C[C@@H](OCCCCO)O1,4,-4
Cc1ccc(C(=O)NC2CCC(C)CC2)o1 (stereo unspecified),-1,5
Cc1ccc(NC(=O)CN2CCN(S(=O)(=O)c3ccc(F)cc3)CC2)cc1C,0,2
O=C(CN1C(=O)NC(CCc2ccccc2)C1=O)Nc1cccc(Br)c1 (stereo unspecified),3,5
Cc1ccc(CC(=O)OC(C)C(=O)NC2CCCCC2C)cc1C (stereo unspecified),4,1
COc1cc(C(C2C(=O)CC(C)(C)CC2=O)C2C(=O)CC(C)(C)CC2=O)ccc1OC(C)=O,-2,3
COc1ccccc1CNC(=O)c1cc(-c2ccccc2)nn1CC1CC(c2cccnc2)=NO1 (stereo unspecified),2,2
Cc1cccc(C(=O)Nc2cc(Cl)ccc2-n2cncn2)c1[N+](=O)[O-],3,3
C1=C[C@@H]2CCN(Cc3ccccc3)Cc3cccc(c32)C1,2,2
O=C(COc1coc(CN2CCc3ccccc3C2)cc1=O)Nc1cccc(Cl)c1,4,-3
COc1ccccc1NS(=O)(=O)c1cccc(NS(=O)(=O)c2ccc(Cl)c(C(=O)O)c2)c1,3,-3
O=c1cc(-c2ccccc2)cc(-c2ccccc2)n1CCO,0,-2
COc1ccc(-c2ccc3oc(-c4ccsc4)c(-c4ccc(OC)cc4)c3c2)cc1,2,-1
O=C(CSC1=NS(=O)(=O)c2cc(Cl)ccc2N1)c1ccc(Cl)cc1,-1,-1
O=C1[C@H]2[C@@H](c3ccc(F)cc3)N3C(=O)N(c4cccc(F)c4)C(=O)[C@@]3(Cc3ccccc3)[C@H]2C(=O)N1C1CCCCC1,4,1
Cc1cc(C)c(S(=O)(=O)N2CC=C(c3ccccc3)CC2)c(C)c1,1,6
CC[C@H](C)[C@@H](C(=O)NCCCCCCCCCCC(=O)N1CCN(C(=O)OC(C)(C)C)CC1)n1cc(CCCCCNC(=O)OC(C)(C)C)nn1,-1,9
